# High-throughput results from PubChem.
# KCNH2 3.1 block: qHTS for Inhibitors of KCHN2 3.1: Mutant qHTS; Potassium voltage-gated channel subfamily H member 2, brain isoform KCNH2 3.1 (human); U2OS KCNH2 3.1, thallium flux FluxOr; hits give low values; activity change, % (tested at about 1.8 µM); 340,000 tested, 0.95% active; AID 720553, 2013;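 active = maximum activity change below -70%; inconclusive = maximum activity change from -70% to -50%; inactive = maximum activity change above -50%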;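 also: thallium influx rate constant from kinetic fluorescence after stimulation buffer; % is scaled to controls: 0 for no effect and ±100 for the full control effect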
#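 Kinetic fluorescence (2 min after stimulation buffer) measures Tl+ influx through KCNH2 3.1 expressed by viral transduction in U2OS cells; the rate constant is normalized against DMSO controls serving as positive and negative references.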
# NPC1 promoter act: qHTS Assay for NPC1 Promoter Activators; AID 485313, 2010; Potency, µM (series often up to 9.22 µM), for inactives: at the highest dose activation, most hits filed as activators; Huh7 NPC1 promoter luciferase reporter, 24 h; 320,000 tested, 2.4% active;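 also: potency is read from the fitted curve at half-maximal effect; % of control where 0% means no effect; nearly all actives have a fitted effect of over 60% in size; reporter is driven by a mutant NPC1 promoter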
#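 Luciferase expression driven by the NPC1 promoter was measured in stably transfected Huh7 cells after a 24 h compound incubation, using a luciferase reagent and a luminescence read.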
# Rab9 promoter act: qHTS Assay for Rab9 Promoter Activators; Potency, µM (series often up to 9.22 µM), without a hit: at the highest dose activation, negative = inhibition, most hits filed as activators; Huh7 Rab9 promoter-luciferase reporter, luminescence, 24 h; 320,000 tested, 2.8% active; also: potency is read from the fitted curve at half-maximal effect; % of control where 0% means no effect; nearly all actives have a fitted effect of over 60% in size
#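 Stable Rab9-luc Huh7, 1500 cells/well, 2 h settle; cmpd in DMSO, 24 h, 37 °C/5% CO2; luciferase reagent 10 min RT; luminescence.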
# MBNL1 CUG block: qHTS Assay for Inhibitors of MBNL1-poly(CUG) RNA binding. Muscleblind-like protein 1 (Homo sapiens), Q9NR56. TR-FRET MBNL1-His/biotin-(CUG)12 binding, 665/545 ratio. Potency, µM (series often up to 57.5 µM), for the others: top-dose activity change, negative = inhibition, hits mostly inhibitors. 280,000 tested, 0.036% active; active = well fitted inhibition curve with a large enough effect in the signal ratio, with a control signal flat, not every such curve was filed as active; inconclusive = small, poorly fitted or top-dose-only effect, or effect the other way, or a change in a side signal; inactive = no such curve, though single readings can be large or run the other way; the % refers to the signal ratio; also: potency is read from the fitted curve at half-maximal effect; % is scaled to controls: 0 for no effect and ±100 for the full control effect
# Target sequence (Q9NR56 whole entry, looked up): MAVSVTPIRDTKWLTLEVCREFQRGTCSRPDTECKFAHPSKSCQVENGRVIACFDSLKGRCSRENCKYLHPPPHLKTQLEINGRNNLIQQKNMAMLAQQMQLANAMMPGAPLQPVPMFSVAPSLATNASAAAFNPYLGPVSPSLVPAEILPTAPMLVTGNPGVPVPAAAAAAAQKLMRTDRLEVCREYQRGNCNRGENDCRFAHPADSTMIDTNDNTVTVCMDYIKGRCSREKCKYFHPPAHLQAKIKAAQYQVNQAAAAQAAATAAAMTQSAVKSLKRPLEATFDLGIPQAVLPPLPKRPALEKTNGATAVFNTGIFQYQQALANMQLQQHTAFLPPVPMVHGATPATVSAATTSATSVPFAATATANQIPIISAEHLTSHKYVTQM
#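 Ratiometric TR-FRET (665 over 545 nm, excitation 340 nm) tracks disruption of MBNL1-His/biotin-(CUG)12 complex after 60 min at room temperature, with compounds at 92 nM to 58 uM final.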
# PKM2 activator: qHTS Assay for Activators of Human Muscle isoform 2 Pyruvate Kinase; Pyruvate kinase PKM (Homo sapiens), P14618; purified PKM2, Kinase-Glo ATP luminescence, activation; response scale: 0% is enzyme alone, no compound; Potency, µM (titrated, usually from 57.5 µM), inactives show top-dose activation, hits mostly activators; 260,000 tested, 0.34% active; AID 1631, 2009; also: potency is read from the fitted curve at half-maximal effect; % is scaled to controls: 0 for no effect and ±100 for the full control effect; nearly all actives have a fitted effect of over 55% in size
#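 ATP formation by purified human PK-M2, quantified via coupled luciferase luminescence after 1 h at room temperature with 0.1 mM ADP and 0.5 mM PEP final.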
# RORgamma inh: qHTS for inhibitors of ROR gamma transcriptional activity | Nuclear receptor ROR-gamma (Mus musculus), P51450 | Drosophila S2 Gal4-RORgamma UAS-luciferase reporter, 20 h | Potency, µM (titrated, usually from 53.6 µM), inactives show at the top dose activity change, negative = inhibition, usual class: inhibitors | 310,000 tested, 5.4% active; also: potency is read from the fitted curve at half-maximal effect; % is scaled to controls: 0 for no effect and ±100 for the full control effect; nearly all actives have a fitted effect of over 60% in size
# Target sequence (P51450 whole entry, looked up, the tested form may be a part): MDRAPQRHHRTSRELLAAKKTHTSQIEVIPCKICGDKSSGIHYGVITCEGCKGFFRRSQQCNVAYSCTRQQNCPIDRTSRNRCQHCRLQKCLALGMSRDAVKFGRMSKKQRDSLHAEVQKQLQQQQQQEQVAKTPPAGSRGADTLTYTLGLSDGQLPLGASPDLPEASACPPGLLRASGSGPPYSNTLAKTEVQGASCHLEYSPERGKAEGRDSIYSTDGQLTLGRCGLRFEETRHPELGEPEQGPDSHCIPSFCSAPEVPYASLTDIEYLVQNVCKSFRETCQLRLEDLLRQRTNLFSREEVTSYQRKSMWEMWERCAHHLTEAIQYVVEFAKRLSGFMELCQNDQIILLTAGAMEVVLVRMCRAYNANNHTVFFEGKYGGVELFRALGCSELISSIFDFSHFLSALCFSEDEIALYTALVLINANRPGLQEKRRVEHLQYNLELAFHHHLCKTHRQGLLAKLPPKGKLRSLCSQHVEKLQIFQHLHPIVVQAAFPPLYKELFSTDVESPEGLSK
#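 Luminescence from a UAS-regulated Photinus luciferase reporter in stably transfected Drosophila Schneider cells is measured; decreased signal marks ROR gamma inhibition. Fusion expression is induced by 700 uM copper sulfate for 20 hr.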
# Menin MLL FP TR: qHTS Assay for Inhibitors Targeting the Menin-MLL Interaction in MLL Related Leukemias: Competition With Texas Red Labeled MLL-derived Mutant Peptide; O00255; Menin + Texas Red MLL mutant peptide, fluorescence polarization; Potency, µM (top dose mostly 61.6 µM), inactives show at the top dose FP activity change, negative = inhibition, hits mostly inhibitors; 270,000 tested, 0.23% active; AID 1768, 2009; active = well fitted inhibition curve with a large enough effect in the polarisation, with a control signal flat, not every such curve was filed as active; inconclusive = small, poorly fitted or top-dose-only effect, or effect the other way, or a change in a side signal; inactive = no such curve, though single readings can be large or run the other way; the % refers to the polarisation; also: potency is read from the fitted curve at half-maximal effect; % of control where 0% means no effect; many of its hits are not listed in these tables
# Mito fusion yeast: qHTS Assay for Small Molecule Inhibitors of Mitochondrial Division or Activators of Mitochondrial Fusion; S. cerevisiae fusion-defective mutant growth rescue, CellTiterGlo 48 h; Potency, µM (doses to about 46.1 µM), inactives show at the top dose growth rescue (activation), most hits filed as activators; 320,000 tested, 0.23% active;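 also: potency is read from the fitted curve at half-maximal effect; % of control where 0% means no effect; nearly all actives have a fitted effect of over 45% in size; temperature-sensitive fusion mutants such as fzo1-1 at 37 °C on non-fermentable ethanol glycerol medium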
#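 Read-out: ATP-based luminescence (CellTiterGlo, 10 min ambient) reporting growth of fusion-defective ts yeast after 48 hours at 37C on glycerol/ethanol YPEG medium in the presence of compound.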
# VP16 counter: VP16 counterscreen qHTS for inhibitors of ROR gamma transcriptional activity; Drosophila S2 Gal4-VP16 UAS-luciferase, luminescence, 20 h; Potency, µM (top dose mostly 53.6 µM), for inactives: at the highest dose activity, negative = inhibition, actives largely listed as inhibitors; 310,000 tested, 3.5% active; AID 2546, 2010;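 also: Gal4-VP16 expression switched on by copper sulfate through the metallothionein promoter; potency is read from the fitted curve at half-maximal effect; % is scaled to controls: 0 for no effect and ±100 for the full control effect; nearly all actives have a fitted effect of over 50% in size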
# ELG1 repair inh: qHTS screen for small molecules that inhibit ELG1-dependent DNA repair in human embryonic kidney (HEK293T) cells expressing luciferase-tagged ELG1; AID 504467, 2011; 330,000 tested, 2.3% active; HEK293T ELG1-luciferase reporter, luminescence, 16 h; DNA damage induced by 5-fluorouridine; Potency, µM (doses to about 46.1 µM), for the others: top-dose activity change, negative = inhibition, most hits filed as inhibitors; also: potency is read from the fitted curve at half-maximal effect; % is scaled to controls: 0 for no effect and ±100 for the full control effect; nearly all actives have a fitted effect of over 55% in size
#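 Luminescence from the luciferase reporter, measured 30 min after ONE-Glo reagent at room temperature, was the read-out. Beforehand, 2,000 cells per well were exposed for 16 hr at 37 °C to 5-fluorouridine together with compound or vehicle.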
# FLuc counter: qHTS profiling assay for firefly luciferase inhibitor/activator using purifed enzyme and Km concentrations of substrates (counterscreen for miR-21 project); purified FLuc, Km substrates, luminescence inhibition; Potency, µM (titrated, usually from 57.5 µM), for the others: at the top dose activity change, negative = inhibition, actives largely listed as inhibitors; Luciferin 4-monooxygenase (Photinus pyralis), P08659; AID 588342, 2011; 360,000 tested, 6.9% active;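 also: potency is read from the fitted curve at half-maximal effect; plate controls were vehicle for no effect and reference inhibitor for full effect; nearly all actives have a fitted effect of over 55% in size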
#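 Purified P. pyralis luciferase (10nM final) with 10uM D-luciferin and 10uM ATP (Km levels) in 50mM Tris acetate pH 7.5, 10mM Mg acetate, 0.01% Tween-20, 0.05% BSA; qHTS 6-point titration, ~60 µM downward; luminescence read.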
# * marks the source's active call; other numbers are inactive results; ? = inconclusive; · = not tested or not shown; [ ] = dose if it differs, or a comment. Unless noted, calls follow the shape of the dose curve; as a rule, active = well fitted curve in the direction sought with a large enough effect; inconclusive = small, poorly fitted or top-dose-only effect, or another doubt; inactive = no such curve, though single readings can be large; an effect the other way counts as inactive or inconclusive. Some of the compounds tested; count on the stated rates, not on these rows.
entry	mol	Rab9 promoter act	ELG1 repair inh	MBNL1 CUG block	KCNH2 3.1 block	FLuc counter	Menin MLL FP TR	Mito fusion yeast	NPC1 promoter act	PKM2 activator	VP16 counter	RORgamma inh
1	Cc1cccc(C(=O)N/N=C/C(C)Cc2ccc3c(c2)OCO3)c1 (stereo unspecified)	-5%	15%	·	-1	?	-18%	-1%	-6%	-1%	?	?
2	COCCSc1nnc(NC(=O)C2CC(=O)N(CCc3ccc(F)cc3)C2)s1 (stereo unspecified)	-1%	0%	-1%	-6	-1%	0%	-6%	-3%	-1%	-5%	-2%
3	CCc1cc(C(=O)OC)c(NC(=O)CCC(=O)O)s1	1%	11%	-4%	11	5%	-17%	12%	0%	-15%	-6%	33%
4	COc1ccc(NC(=O)Nc2ccc(F)cc2F)c(C)c1	14%	?	7%	-28	-15%	0%	1%	11%	-2%	9%	37%
5	CC(NC(=O)c1ccco1)c1ccc2c(c1)OCCO2 (stereo unspecified)	2%	4%	28%	23	-2%	-6%	-3%	-1%	-3%	-12%	-33%
6	O=C(CNC(=O)c1cc(Cl)nc2ccccc12)Nc1ccccc1Br	-2%	15%	·	12	7%	·	6%	-1%	·	·	·
7	O=C(Nc1nc2c(Br)cc(Br)cc2c(=O)s1)c1ccco1	-4%	-1%	-13%	18	-5%	·	0%	-9%	-4%	-5%	4%
8	COC(=O)c1ccccc1NC(=O)CC(=O)Nc1ccccc1C(=O)OC	-2%[1.84 µM]	1%	41%[activator]	6	1%	-26%	-2%	17%	·	-5%	17%
9	COc1cc(Cl)c(C)cc1NC(=O)CN1C(=O)C2CCCCC2C1=O (stereo unspecified)	1%	13%	·	-2	4%	·	4%	-2%	·	·	·
10	CC(C)(C)/C(O)=C/c1nc2cc(Cl)ccc2oc1=O	-1%	?	·	2	1%	·	2%	-1%	0%	0%	-36%
11	Cc1ccc2nc(C)c(C(=O)N/N=C/c3cccs3)cc2c1	-3%	17%	·	-149*	?	3%	-9%	5%	3%	0%	16%
12	COc1cccc(NC(=S)N2C3CCCC2CC(NC(=O)C2CC2)C3)c1 (stereo unspecified)	-4%	2%	-10%	27	2%	-1%	9%	0%	-7%	-15%	0%
13	C=CCN(CC=C)C(=O)C1CCN(S(=O)(=O)c2ccc(-n3cnnn3)cc2)CC1	0%	13%	0%	4	1%	·	-2%	-1%	·	-7%	4%
14	NC(=O)c1ccc(-n2nnnc2SCC(=O)Nc2ccc(F)cc2)cc1	10%[1.84 µM]	-5%	-2%	-20	-1%	?	3%	-2%	·	-2%	23%
15	O=C(CSc1nnc(CNC(=O)c2ccc(F)cc2)o1)c1ccccc1	0%	-9%	5%	·	3%	·	2%	-1%	15%	10%	-19%
16	CC1Oc2ccccc2N(Cc2cccc(F)c2)C1=O (stereo unspecified)	1%	?	-4%	5	2%	0%	0%	-1%	-2%	5%	32%
17	O=C(CSc1c2c(nc3ccccc13)CCC2)N1CCCC1	-2%	7%	4%	·	5%	1%	10%	2%	-1%	16%	-4%
18	COCCN1Cc2cccc(C(=O)Nc3cc(C)cc(C)c3)c2C1=O	3%	-2%	2%	-8	-3%	-2%	8%	-2%	-6%	-5%	-14%
19	Cc1nn(-c2ccccc2)nc1CNC(=O)C1CCC1	0%	?	-12%	42	-3%	·	-6%	1%	1%	10%	-20%
20	N#Cc1ccc(-c2cccnc2)nc1SCC(N)=O	10%	-4%	-2%	-2	5%	·	0%	11%	1%	4%	27%
21	O=C(CCn1c(=S)oc2ccccc21)NC1CCCCCCC1	-2%	-3%	-12%	-9	0%	·	-2%	-2%	-6%	-2%	10%
22	O=C(CSc1nc2ccccc2[nH]1)c1c[nH]c2ccccc12	20%	?	19%	-13	-11%	?	1%	11%	3%	9%	0%
23	COc1ccc(OCCC(=O)OCC(=O)NC(=O)NC2CCCCC2)cc1	12%	17%	3%	-13	0%	·	-8%	1%	-4%	-4%	-2%
24	O=C(CCCNS(=O)(=O)c1cccc2nsnc12)NCc1ccc(Cl)cc1	1%	?	?	-1	-1%	4%	1%	-2%	-1%	3%	41%
25	COC(=O)c1ccc(/C=C/c2ccc3cccc(OC)c3n2)cc1	3%	?	?	-15	5.4µM*	2%	0%	0%	10%	0%	-44%
26	O=C1NC2=C(C(=O)c3ccccc32)C(c2ccccc2)N1 (stereo unspecified)	2%	8%	?	14	-1%	21%	2%	2%	-3%	-5%	4%
27	Cc1cc(N)n(-c2cc(C)c3ccccc3n2)n1	?	?	-3%	-5	2.7µM*	1%	-3%	-4%	-11%	-11%	?
28	Cc1ccc(NC(=O)c2cc3c(s2)CCCC3)cc1	1.4µM*	?	-5%	4	5.4µM*	14%	13%	3.2µM*	-1%	2%	?
29	C/C(=N\Nc1nc(Cl)c(Cl)cc1Cl)c1ccc(S(=O)(=O)NCc2ccco2)cc1	-11%	?	5%	-7	-1%	6%	1%	-13%	-12%	?	-38%
30	O=C(Nc1ccc(Cl)cc1)Nc1cccnc1	?	?	-22%	-4	12µM*	?	-3%	25%	7%	15%	?
31	CCN1C(=O)[C@H]2[C@@H](c3ccc(-c4ccc(OC)cc4)cc3)N[C@@](Cc3ccccc3)(C(=O)OC)[C@H]2C1=O	-3%	?	·	-1	?	·	20%	-2%	·	·	·
32	COc1ccccc1NC(=O)CNc1ccc(F)c(Cl)c1	-3%	-4%	3%	1	1%	-3%	9%	0%	-14%	-4%	38%
33	CC(C)CCN1CCN(C2CSCCSC2)CC1CCO (stereo unspecified)	-2%	-2%	?	-4	2%	-7%	5%	4%	-5%	-9%	12%
34	O=C(O)c1ccc(-c2sc(Nc3ccccc3)n[n+]2-c2ccc(F)cc2)cc1	0%	-28%	11%	5	4%	7%	0%	2%	-2%	4%	-9%
35	O=C(CNC(=O)c1ccc(S(=O)(=O)N2CCCC2)cc1)N/N=C/c1ccc(Cl)cc1	-3%	-4%	·	-5	0%	21%	-2%	-4%	-2%	-11%	19%
36	CCCCCc1ccc(OCCC[n+]2ccccc2)c(CCCCC)c1	-11%	?	-2%	-35	1%	·	-12%	-21%	-10%	-15%	10%
37	COCC1CCN(Cc2cn(-c3ccccc3F)nc2-c2cc(C)sc2C)CC1	-4%	-4%	-5%	0	-1%	-10%	-2%	0%	-1%	-12%	-13%
38	Cc1ccc2cc(CN(CCCO)S(=O)(=O)c3ccccc3F)c(=O)[nH]c2c1C	-2%	?	1%	5	-2%	-16%	4%	-2%	-4%	4%	?
39	N#Cc1ccccc1NC(=O)CSc1nccn1CCc1ccccc1	?	?	2%	3	21µM*	8%	4%	?	3%	13%	42%
40	CC12CCC(=O)N1C(C(=O)Nc1cc(C(F)(F)F)ccc1N1CCOCC1)CS2 (stereo unspecified)	0%	-2%	·	8	4%	·	-1%	-1%	·	·	·
41	c1ccc(OCC2CCNCC2)nc1	14%	?	-1%	7	-3%	0%	-1%	-1%	2%	·	·
42	COc1ccc(Cn2c(=O)oc3ccc(C)cc32)cc1	-2%	14%	1%	18	2%	7%	2%	-3%	1%	10%	2%
43	Cc1nnc(CN(C)C(=O)CC2C(=O)NCCN2Cc2ccccc2C)o1 (stereo unspecified)	-1%	5%	7%	5	0%	11%	-5%	1%	·	-7%	-10%
44	COc1ccc(CCNC(=O)CSCc2ccc(Br)cc2)cc1OC	-5%	-26%	-3%	-24	0%	-14%	6%	1%	2%[11.5 µM]	2%	38%
45	CCCN1C(=O)c2[nH]nc(-c3cc(Cl)c(C)cc3O)c2C1c1ccc(O)c(OC)c1 (stereo unspecified)	1%	?	-9%	-5	2%	·	10%	-3%	11%	-13%	?
